From PubChem BioAssay
Vif-A3G inh – inhibitors of Vif-APOBEC3G interaction; HeLa A3G-eYFP + Vif (tagged APOBEC3G with the HIV-1 protein that degrades it), YFP fluorescence, overnight; Potency, µM (titrated, usually from 46.1 µM), for the others: at the top dose activity, negative = active, hits mostly inhibitors; hit rate 0.076% among 410,000;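 further: potency means the concentration at half of the fitted maximal effect; on the % scale 0 is the no-effect control and ±100 the full control effect; nearly all actives have a fitted effect of over 60% in size; hits raise eYFP signal because A3G escapes Vif-driven loss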
Target sequence (Q9HC16 whole entry, looked up): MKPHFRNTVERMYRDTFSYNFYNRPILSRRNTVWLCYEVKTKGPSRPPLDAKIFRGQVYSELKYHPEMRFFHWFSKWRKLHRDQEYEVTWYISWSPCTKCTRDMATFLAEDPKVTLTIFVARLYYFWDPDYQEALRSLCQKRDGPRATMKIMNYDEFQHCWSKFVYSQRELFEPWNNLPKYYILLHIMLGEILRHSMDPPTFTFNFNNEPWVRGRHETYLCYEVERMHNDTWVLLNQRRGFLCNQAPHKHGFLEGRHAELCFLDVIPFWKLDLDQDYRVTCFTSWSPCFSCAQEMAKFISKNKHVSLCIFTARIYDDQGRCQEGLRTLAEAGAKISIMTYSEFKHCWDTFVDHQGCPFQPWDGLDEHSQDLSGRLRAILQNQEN
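HeLa cells stably expressing Vif and C-terminally eYFP-tagged A3G, seeded overnight at 37 deg C, then exposed to compound by pintool overnight at 37 deg C. Rise in yellow fluorescence (Ex 488/Em 500-530, Acumen) marks blocked Vif-driven A3G degradation.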
Vif-APOBEC3F blk – Vif-A3F binding inhibition. HeLa A3F-eYFP + Vif (tagged APOBEC3F with the HIV-1 protein that degrades it), YFP fluorescence increase. Potency, µM (titrated, usually from 46.1 µM), for the others: at the top dose activity, negative = active. hit rate 0.2% among 390,000. AID 602313; further: potency means the concentration at half of the fitted maximal effect; % of control where 0% means no effect; nearly all actives have a fitted effect of over 65% in size
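Fluorescence increase (Ex 488/Em 500-530) after overnight compound treatment at 37 deg C flags inhibition of Vif-driven A3F-eYFP loss in stable HeLa A3F-eYFP/Vif cells seeded overnight beforehand.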
USP1 inh – inhibitors of human USP1/UAF1 deubiquitinase; recombinant USP1/UAF1, Ub-Rhodamine cleavage fluorescence; hit rate 0.23% among 390,000; O94782; Potency, µM (doses to about 57.1 µM), inactives show at the top dose activity change, negative = inhibition, usual class: inhibitors; further: potency means the concentration at half of the fitted maximal effect; on the % scale 0 is the no-effect control and ±100 the full control effect; nearly all actives have a fitted effect of over 60% in size; inactives centre near -12
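Step one: compound is pinned into 1nM USP1/UAF1 in HEPES pH 7.8 buffer with TCEP. Step two: 15 min room-temperature incubation. Step three: Ub-Rho (150nM final) starts cleavage, tracked by fluorescence over six one-minute reads.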
rTrxR1 inhibitor – rat TrxR1 inhibition. recombinant rTrxR1, NADPH fluorescence consumption, selenite substrate. hit rate 1% among 390,000. O89049. Potency, µM (highest dose often 114 µM), inactives show at the top dose activity change, negative = inhibition, actives largely listed as inhibitors; further: potency means the concentration at half of the fitted maximal effect; on the % scale 0 is the no-effect control and ±100 the full control effect; nearly all actives have a fitted effect of over 65% in size
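Rat TrxR1 (90 nM in the dispensed reagent) was pre-reduced with 400 uM NADPH for 5 min at room temperature, then incubated with compound for 15 min. After 400 uM selenite was added, NADPH fluorescence (Ex 340/Em 450 nm) was followed for 8 min.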
mIDH1 inhibitor – inhibitors of human mutant IDH1 R132H. O75874. IDH1-R132H enzyme, NADPH consumption, diaphorase/resazurin fluorescence. Potency, µM (highest dose often 76.6 µM), inactives show at the highest dose activity change, negative = inhibition, actives largely listed as inhibitors. hit rate 0.093% among 390,000. AID 602179; further: potency means the concentration at half of the fitted maximal effect; on the % scale 0 is the no-effect control and ±100 the full control effect; nearly all actives have a fitted effect of over 65% in size
Target sequence (O75874 whole entry R132H, stated change not applied): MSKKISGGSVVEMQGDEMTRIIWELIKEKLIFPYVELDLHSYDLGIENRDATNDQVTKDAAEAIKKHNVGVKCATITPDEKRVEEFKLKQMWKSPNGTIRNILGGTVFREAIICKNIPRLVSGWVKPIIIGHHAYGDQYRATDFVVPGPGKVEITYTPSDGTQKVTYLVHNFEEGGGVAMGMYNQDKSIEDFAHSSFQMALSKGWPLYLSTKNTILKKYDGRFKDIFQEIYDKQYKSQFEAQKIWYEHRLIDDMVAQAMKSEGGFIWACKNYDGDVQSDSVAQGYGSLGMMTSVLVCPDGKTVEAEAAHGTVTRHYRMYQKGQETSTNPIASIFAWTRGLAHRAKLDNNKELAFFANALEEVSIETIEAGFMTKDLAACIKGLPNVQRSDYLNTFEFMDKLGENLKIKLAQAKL
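IDH1-R132H (0.5 ug/mL) preincubated 30 min with compound, then NADPH (0.016 mM) and alpha-KG (2 mM) added; 80 min at RT, pH 7.5. Remaining NADPH coupled via diaphorase/resazurin to fluorescence (540/590 nm); concentration-response curves normalized to no-enzyme control.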
LDHA block – inhibitors of human lactate dehydrogenase A. hit rate 0.15% among 480,000. P00338. activity change, % (values are at about 110 or 230 µM). purified LDHA, NADH/diaphorase-resazurin fluorescence; active compounds read low; in the data active means activity change below about -30%; inconclusive means mostly about -25% to -30%;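 further: plate controls were DMSO wells for no effect and wells without enzyme for full effect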
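Human LDH5 at 2 nM final in Tris HCl pH 7.4 with 0.06 mM NADH and 0.2 mM pyruvate, reacted 5 minutes at room temperature. Remaining NADH coupled via diaphorase/resazurin; resorufin fluorescence read at 0 and 20 minutes, normalized to enzyme-free and DMSO wells.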
RGS4 inhibitor – inhibitors of human regulator of G protein signaling 4; P49798; Transcreener GDP fluorescence polarization, RGS4-accelerated GTP hydrolysis; Potency, µM (series often up to 114 µM), without a hit: at the top dose activity change, negative = inhibition, actives largely listed as inhibitors; hit rate 0.039% among 390,000; AID 504845; further: potency means the concentration at half of the fitted maximal effect; on the % scale 0 is the no-effect control and ±100 the full control effect; nearly all actives have a fitted effect of over 75% in size; some results filed as inactive show a strong effect at the top dose
Target sequence (P49798 whole entry, looked up): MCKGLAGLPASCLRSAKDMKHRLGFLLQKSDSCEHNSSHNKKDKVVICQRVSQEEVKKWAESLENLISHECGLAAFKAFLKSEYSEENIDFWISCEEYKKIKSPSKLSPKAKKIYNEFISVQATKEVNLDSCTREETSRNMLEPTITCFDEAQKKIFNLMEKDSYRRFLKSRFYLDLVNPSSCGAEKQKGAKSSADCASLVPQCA
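MLSMR compounds (23 nl, pin-transferred) preincubated 10 min at room temperature with a 500nM (2x) first reagent, then RGS4 at 900nM (2x) plus Transcreener GDP mix added; fluorescence polarization (620/688 nm) read before and after 90 min at 30 °C.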
TrxR1 substrate – substrates of rat thioredoxin reductase 1 | purified TrxR1 substrate turnover, NADPH consumption readout | Potency, µM (titrated, usually from 114 µM), for inactives: top-dose activity change, negative = substrate turnover | hit rate 0.01% among 390,000; further: potency means the concentration at half of the fitted maximal effect; on the % scale 0 is the no-effect control and ±100 the full control effect; nearly all actives have a fitted effect of over 50% in size
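Rat TrxR1, dispensed at 90 nM, was prereduced with 400 uM NADPH (final) for 5 min at ~22 deg C, then incubated with compound 15 min before 400 uM selenite. A first-read NADPH fluorescence drop versus no-compound background flagged substrates.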
GRP78 ERSR act – ER stress response induction in glioma. U87-MG GRP78 promoter luciferase reporter, 16 h. Potency, µM, for the others: at the top dose activation, usual class: activators. hit rate 0.02% among 420,000; further: potency means the concentration at half of the fitted maximal effect; series mostly up to about 76 µM; % of control where 0% means no effect; nearly all actives have a fitted effect of over 35% in size
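Stably transfected U87-MG glioma cells carrying a GRP78-based luciferase sensor; 16 h compound incubation. Luminescence end-point read 10 min after Bright-Glo addition at room temperature.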
Active calls of the source: *; ? = inconclusive; . = no result given; & = joins results of further samples; [ ] = dose if it differs, or a comment. Unless noted, the call rests on the fitted dose curve; in most records, active means well fitted curve in the direction sought with a large enough effect; inconclusive means small, poorly fitted or top-dose-only effect, or another doubt; inactive means no such curve, though single readings can be large; an effect the other way counts as inactive or inconclusive. A portion of the library; the hit share may differ from the screen's.

mol,Vif-A3G inh,Vif-APOBEC3F blk,USP1 inh,rTrxR1 inhibitor,mIDH1 inhibitor,LDHA block,RGS4 inhibitor,TrxR1 substrate,GRP78 ERSR act
COc1ccc(S(=O)(=O)N2CCCCCC2)cc1C(=O)NCCOc1ccc(C)cc1,-8%,1%,-3%,20%,-2%,-1,17%,8%,-2%
Cc1ccc(OCC(=O)Nc2cc(Cl)ccc2-n2cncn2)c(C)c1,-7%,?,?,.,4%,-4,.,.,0%
Cc1cccc(C)c1NC(=O)CN1C(=O)N(C)Cc2ccccc21,0%,-1%,-16%,17%,0%,1,-15%,5%,16%
O=C(Nc1ccc(C2CCCCC2)cc1)C1CCCN(c2ncccn2)C1 (stereo not drawn),-4%,-1%,-6%,11%,8%,-4,-2%,-5%,-4%
Cc1ccc(CCNC(=O)CCCn2c(=O)c3ccccc3n(Cc3ccccc3C#N)c2=O)cc1,-8%,-23%,-27%,19%,1%,-10,2%,6%,0%
CS(=O)(=O)c1ccccc1-c1nnc(NC(=O)C2=COCCO2)o1,0%,3%,-21%,-2%,6%,4,-11%,-4%,-8%
CCN(CC)CCN(C(=O)CCS(=O)(=O)c1ccccc1)c1nc2cc(OC)c(OC)cc2s1,-2%,4%,-6%,11µM*,9%,1,-44%,-3%,-5%
COCCCNC(=O)c1ccc2c(c1)N(Cc1ccccc1F)C(=O)c1ccccc1S2=O (stereo not drawn),1%,1%,-11%,18%,-1%,-1,-35%,-2%,-1%
Cc1cccc(NS(=O)(=O)c2cccc(C(=O)N3CCN(c4ccccn4)CC3)c2)c1,-9%,6%,-17%,1%,7%,-1,-35%,-6%,-4%
CCOC(=O)N1CCN(CC(=O)N2c3ccccc3CC2C)CC1 (stereo not drawn),3%,0%,-11%,-2%,6%,-21,31%,0%,-4%
COc1cccc(CNC(=O)CN2c3cccc4cccc(c34)S2(=O)=O)c1,0%,6%,-16%,-18%,4%,2,2%,2%,-2%
CSc1nc(N)nc2c1ncn2CC(=O)NCc1ccc2[nH]ccc2c1,7%,1%,-22%,23%,4%,0,9%,8%,-2%

mol,Vif-A3G inh,Vif-APOBEC3F blk,USP1 inh,rTrxR1 inhibitor,mIDH1 inhibitor,LDHA block,RGS4 inhibitor,TrxR1 substrate,GRP78 ERSR act
CCOC(=O)CN1C(=O)C2(OCCCO2)c2cc(Br)ccc21,-4%,-5%,-17%,7%[57.1 µM],4%,-5,-22%,9%[57.1 µM],-3%
CC1(OC(=O)C2CCCC2)C(=O)C=C2C=C(c3ccsc3)N(CCCCO)C=C2C1=O (stereo not drawn),0%,0%,?,12%[57.1 µM],10%,18,3%,-8%[57.1 µM],0%
Cc1nn(C)cc1/C=N/NC(=S)Nc1ccccc1,-1%,6%,-9%,1%,3%,11,?,0%,-1%
Cn1c(C(=O)N2CCN(C(=O)c3ccco3)CC2)cc2c(=O)n(C)c3ccccc3c21,-1%,2%,-19%,-2%[57.1 µM],18%,-1,-19%,8%,-3%
COc1ccc(N2C(=O)CSC23C(=O)Nc2ccccc23)cc1 (stereo not drawn),-7%,-10%,-8%,7%,3%,-3,4%[11.4 µM],1%[57.1 µM],1%
CCN(CC(=O)Nc1c(F)cccc1F)C(=O)C1CCN(S(=O)(=O)c2ccc(F)cc2)CC1,1%,7%,-16%,-1%,2%,-3,-51%,2%,-5%
COc1ccc(C2CCCN2C(=O)Nc2ccc(F)cc2)cc1OC (stereo not drawn),0%,1%,-6%,17%,8%,-9,1%,4%,0%
Cc1ccc(C(=O)Nc2nc(-c3cccnc3)cs2)o1,-1%,2%,-7%,-12%[57.1 µM],2%,-2,-40%,7%[57.1 µM],2%
CN(CC1CCOCC1)C(=O)CC1C(=O)NCCN1Cc1ccccc1F (stereo not drawn),0%,-1%,-13%,?,4%,5,2%,11%,-3%
CC(C1=C(CCN(C)C)Cc2ccccc21)c1ccccn1 (stereo not drawn),0%,-5%,-16%,12%[11.4 µM],3%,-4,-9%,8%[11.4 µM],-3%
C/C(=N\Nc1ncc(Cl)cc1Cl)c1ccc(C#N)cc1,2%,2%,-26%,11%,1%,-4,35%,7%,-5%
CCOc1ccc(Nc2ncnc3c2cnn3-c2ccccc2)cc1,0%,-6%,?,18%,7%,-5,18%,17%,-4%

mol,Vif-A3G inh,Vif-APOBEC3F blk,USP1 inh,rTrxR1 inhibitor,mIDH1 inhibitor,LDHA block,RGS4 inhibitor,TrxR1 substrate,GRP78 ERSR act
COc1cccc(CN2CCN(c3ncccn3)CC2)c1,1%,5%,-6%,-13%,12%,-15,6%,-7%,-2%
COCC(C)NC(=O)c1cc2c(ccc3ccccc32)oc1=O (stereo not drawn),0%,2%,-18%,-9%,-6%,-3,-21%,767%[activator],-1%
Nn1cnc2cc3ccccc3cc2c1=O,-1%,1%,-25%,9%,1%,1,8%,13%,1%
Nc1c(C(=O)NCCN2CCOCC2)c2nc3ccccc3nc2n1-c1ccc2c(c1)OCO2,2%,-2%,-32%,17%,1%,7,-12%,12%,-2%
Cc1cc(C)cc(OCC(=O)Nc2cccc(-c3nnc(-c4ccco4)o3)c2)c1,0%,-1%,-22%,18%,8%,-9,-15%,9%,-2%
CC1CCC(C(C)C)C(OCC(O)C[N+]2(C)CCCCC2)C1 (stereo not drawn),0%,?,-16%,9%[57.1 µM],13%,-16,-4%,4%[57.1 µM],-2%
O=C(Nc1ccc2c(c1)OCCO2)c1cccc(C(=O)Nc2ccc3c(c2)OCCO3)c1,-1%,-17%,-8%,21%[57.1 µM],0%,-10,11%,13%[57.1 µM],-4%
CCOc1ccccc1NC(=O)C(NS(=O)(=O)c1ccc2c(c1)CCC(=O)N2)c1ccccc1 (stereo not drawn),-6%,3%,-21%,36%,-19%,-3,-12%,6%,-1%
O=C(O)Cc1ccc(C(=O)c2cccs2)s1,-2%,0%,0%,-3%,-2%,-7,14%,-15%,-5%
Cc1ccc(S(=O)(=O)N2CCC(C(=O)OCC(=O)N3CCCC3=O)CC2)cc1C,-3%,-1%,-1%,1%,-2%,-1,-3%,2%,0%
COc1ccccc1-c1nc(-c2ccccn2)no1,-1%,0%,?,-6%,12%,4,5%,5%,-12%
COc1ccc(Cc2nnc(SCC(=O)NC(C)c3ccccc3)o2)cc1 (stereo not drawn),2%,-10%,-2%,1%[57.1 µM],13%,-2,-10%,4%[57.1 µM],-4%

mol,Vif-A3G inh,Vif-APOBEC3F blk,USP1 inh,rTrxR1 inhibitor,mIDH1 inhibitor,LDHA block,RGS4 inhibitor,TrxR1 substrate,GRP78 ERSR act
Cc1cc2cc3n(c2nn1)N=C(Cl)CC3,?,-1%,-6%,.,-2%,-9,.,.,?
CC(=O)Nc1cccc(NC(=O)CSc2nnc3ccccn23)c1,0%,-15%,-4%,-32%,6%,-2,3%,10%[57.1 µM],-5%
O=C(CCS(=O)(=O)c1cc2c(cc1Cl)NC(=O)CO2)NCCc1ccccc1,0%&1%,-8%&3%,-14%&-24%,10%&33%,-14%&0%,-8&-3,20%[11.4 µM],-4%&14%,-8%&-4%
N#CCSc1nc(Nc2ccc3c(c2)OCO3)c2ccccc2n1,-2%,-1%,-2%,21%,-6%,-5,0%,6%,-6%
CC(=O)Nc1ccc(/C(C)=N/Nc2nc(Nc3ccccc3)nc(N3CCOCC3)n2)cc1,1%,-2%,-9%,17%[57.1 µM],-4%,-13,33%,9%[57.1 µM],-2%
Cc1nc(NC(=O)C2CC2)sc1C(=O)N1CCCCC1,3%,-1%,-5%,26%,0%,-2,11%,9%,-1%
CCOC(=O)C1CCN(C(c2ccc(C)cc2)c2sc3nc(-c4ccco4)nn3c2O)CC1 (stereo not drawn),-2%,2%,-22%,10%[57.1 µM],1%,-1,23%,2%[57.1 µM],3%
CN(C)C(=O)CSc1nnc(Cc2ccc([N+](=O)[O-])cc2)o1,1%,-3%,-2%,11%,5%,7,4%,10%[57.1 µM],0%
C/C(=N/NC(=O)c1cccnc1)C1=C(O)CC(C)(C)CC1=O,-1%,-5%,-10%,-5%,-4%,1,16%,-3%,-1%
O=C(Nc1nc(-c2ccccn2)cs1)Nc1ccc(F)cc1F,2%,?,-12%,8%,-13%,-1,?,-3%,2%
CCC(Sc1nc2cc(OC)c(OC)cc2c(=O)n1CCc1ccc(Cl)cc1)C(=O)NCCOC (stereo not drawn),-3%,-4%,-25%,6%[57.1 µM],-1%,-10,21%,-4%[57.1 µM],-2%
CCn1cc(C(=O)N[C@H](C(=O)O)C(C)C)c(=O)c2cc3c(cc21)OCO3,-1%,1%,-23%,13%,1%,2,-12%,13%,-4%
c1ccc(-c2ccccc2OCCCCN2CCCCCC2)cc1,4%,0%,-17%,16%,0%,-7,-6%,0%,-4%
O=C(COc1coc(CN2CCN(c3ccccc3)CC2)cc1=O)NCC1CCCO1 (stereo not drawn),1%,-2%,-8%,18%,2%,-1,-25%,3%[57.1 µM],-4%
COc1cc(CNCCCSc2nnnn2C)cc(Br)c1OC,-1%,5%,-3%,27%,-7%,-2,-7%,2%,0%
